# Assay outcomes (PubChem BioAssay)
# TAG inh: triacylglycerol accumulation inhibition. inhibition, % at 12.5 µM. hit rate 0.66% among 230,000. H9c2 cells, Nile Red lipid (TAG) fluorescence; cells loaded with 200 µM oleic acid;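 active means pattern-corrected inhibition of lipid staining of at least 50% with the nuclear-stain viability signal not falling by more than 50%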;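 further: 0% = DMSO wells and 100% = triacsin C control wells; some results filed as inactive read as strong as hits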
# TAG inh DAPI viability: also measured in TAG inh; calls as there; DAPI nuclei signal change (viability), lower = more cytotoxic, %;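 whole-well DAPI fluorescence read on a plate reader as a viability signal; minus 50 percent equals half of cells still viable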
# * hit, by the source's call. This is a subset (hit frequency here may not be typical).
# Second line of a record – TAG inh | TAG inh DAPI viability
- CC(C)NC(=O)C1CCN(c2ccc(S(=O)(=O)N3CCOCC3)cc2Cl)CC1
    -9 | 7
- CCN(CC)C(=O)C1=C(C)N(Cc2ccccc2)C(=O)C(CC(=O)NCCc2ccccn2)C1 (stereo not drawn)
    6 | 4
- CCCCn1c(N)c(N(CCC(C)C)C(=O)CC2CCCC2)c(=O)[nH]c1=O
    -3 | 2
- O=C(/C=C/Nc1ccccc1C(F)(F)F)c1ccco1
    -11 | 8
- O=C(CN1C(=O)NC(CCc2ccccc2)C1=O)NC1CC1 (stereo not drawn)
    11 | 4
- CNCCCC1c2ccccc2C=Cc2ccccc21
    28 | -14
- COc1ccccc1-n1c(=O)c2c3c(sc2n2c(SC(C)C)nnc12)CCC3
    -5 | 2
- CC(=O)Nc1ccc(S(=O)(=O)N2CCCC(C(=O)O)C2)cc1 (stereo not drawn)
    20 | -6
- CC(=O)c1sc(NC(=O)CSCc2c(C)noc2C)nc1-c1ccccc1
    -4 | 3
- O=C(NCc1ccc(F)cc1)C(=O)NCC1OCCN1S(=O)(=O)c1cccs1 (stereo not drawn)
    2 | 0
- COCCCNC(=O)Cn1ncc2c(=O)oc3ccccc3c21
    -3 | -2
- O=C(Sc1ccc(Cl)cc1)c1cccc(Cn2cc(C(F)(F)F)ccc2=O)c1
    10 | -10
- O=C(Nc1ccc(F)cc1)Nc1csc2ccccc12
    -13 | 10
- O=C(Cn1ccc(NC(=O)OCc2ccccc2)nc1=O)NCc1ccccn1
    -4 | 3
- COC(=O)C(C(=O)OC)c1ncccc1[N+](=O)[O-]
    -4 | 6
- CCOC(=O)CSc1nnnn1-c1cc(OC)c(Cl)cc1OC
    -18 | 1
- COc1ccc(C=C(C(=O)O)c2ccc(OC)cc2)cc1
    -1 | 4
- CN(C)C(=O)c1cc2cc([N+](=O)[O-])ccc2s1
    3 | -1
- CON/C=C(\C=Nc1ccc(Cl)cc1Cl)c1ncc(C(F)(F)F)cc1Cl
    -24 | -6
- O=C1CCCN1Cc1ccccc1
    -1 | -3
- CCO[C@@H]1OC(C(=O)NCc2nc3ccccc3[nH]2)=C[C@H](c2ccccc2)[C@H]1CCCO
    19 | -5
- O=C(CCc1nnc(CCCCc2ccccc2)o1)NC1CCCC1
    -5 | -7
- CCN(CC)c1ccc(/C=C(\C#N)C(N)=S)cc1
    -18 | 5
- CCC(Oc1ccc(C)c(C)c1)C(=O)N1CCCN(C)CC1 (stereo not drawn)
    -8 | 4
- Cc1ccc(C)c(C(=O)N(C)CC(=O)Nc2ccccc2C(F)(F)F)c1
    4 | 2
- Cc1noc(C)c1C(=O)OCC(=O)Nc1ccccc1C(=O)NC(C)c1ccccc1 (stereo not drawn)
    20 | 2
- O=C(NNC(=S)NCCCN1CCOCC1)c1ccncc1
    15 | 1
- Cc1cccc(NC(=O)c2ccc(S(=O)(=O)N(C)CC3CCCO3)cc2)c1C (stereo not drawn)
    -11 | 1
- COc1ccc2[nH]cc(CCNS(=O)(=O)c3ccccc3)c2c1
    4 | -6
- Cc1oc(-c2ccccc2)nc1CSc1nc2c(c(=O)[nH]1)CCC2
    10 | 1
- CC[n+]1ccc(C(=O)NCc2ccccc2)cc1
    15 | 1
- Cn1c(=O)c2c(nc(NCCc3ccccc3)n2CC(=O)NCCc2ccccc2)n(C)c1=O
    1 | -3
- Cc1ccc(Cl)cc1NC1=NC(=S)N(C(C)C)C12CCCCC2
    22 | -4
- Cc1ccc2[nH]c(=O)c(CC(=O)O)c(-c3ccccc3)c2c1
    23 | -8
- CCc1ccc(Oc2cc(C)nc(N)n2)cc1
    -12 | -9
- O=C(CNC(=O)c1ccc([N+](=O)[O-])cc1)N/N=C\c1ccc(OC(=O)c2ccccc2)cc1
    5 | 2
- CCOC(=O)c1c(C)[nH]c(C(=O)COC(=O)C2CC2)c1C
    -20 | 3
- COc1ccc(N2CCN(C(=O)CNS(=O)(=O)c3ccc(C)cc3)CC2)cc1
    7 | -4
- FC(F)(F)c1cccc(NC(=S)N(CCCN2CCCC2)Cc2cccn2Cc2ccc(Cl)cc2)c1
    130 | -76
- C[C@@H]1CN([C@@H](C)CO)S(=O)(=O)c2ccc(Br)cc2O[C@H]1CN(C)Cc1ccccn1
    2 | -4

# A second format for some results above.
SMILES	TAG inh	TAG inh DAPI viability
CC[n+]1ccc(C(=O)NCc2ccccc2)cc1	15	1
Cc1cccc(NC(=O)c2ccc(S(=O)(=O)N(C)CC3CCCO3)cc2)c1C (stereo not drawn)	-11	1
CCN(CC)c1ccc(/C=C(\C#N)C(N)=S)cc1	-18	5
CCc1ccc(Oc2cc(C)nc(N)n2)cc1	-12	-9

# Next entries:
# Second line of a record – TAG inh | TAG inh DAPI viability
- Nc1nc(-c2ccco2)nn1C(=O)c1ccc(F)cc1
    -8 | 4
- N#C/C(=C(/O)c1ccc([N+](=O)[O-])cc1)c1nc2ccccc2[nH]1
    -3 | 9
- CC(C)(C)n1nc(Cc2cccc3ccccc23)c(C#N)c1N
    -29 | 0
- Cc1ccc(C)c(S(=O)(=O)NCC(=O)Nc2sc3c(c2C(N)=O)CCC(C)C3)c1 (stereo not drawn)
    -7 | 1
- COC(=O)c1cc(CNC(=O)c2sccc2-c2ccccc2)ccc1OC
    5 | 0
- COc1ccc(NC(=O)Cn2nc(C(F)(F)F)c3c2CCCC3)c(OC)c1
    -4 | -2
- CNS(=O)(=O)c1ccc(N2CCCC2)c([N+](=O)[O-])c1
    -1 | 0
- CCC(C)(C)NC(=O)COc1ccc(C(=O)c2ccccc2)cc1
    5 | -4
- O=C(Nc1nc(-c2ccco2)c(-c2ccco2)s1)c1c(F)cccc1Cl
    6 | -7
- S=C(Nc1ccc(Oc2ccccc2)cc1)NC1CCCC1
    -3 | 14
- Cc1cccc(COCCN2CCN(S(=O)(=O)c3ccccc3)CCC2=O)c1
    7 | 0
- O=C(COc1ccc2ccc(=O)oc2c1)NC1CCCCC1
    9 | -11
- O=C(Nc1ccc(NC(=O)c2ccco2)cc1)c1ccc2c(c1)OCO2
    23 | -6
- CN(C)S(=O)(=O)c1cccc(C(=O)NCc2ccco2)c1
    -28 | 10
- C=C(C)COC(=O)C1CC2OC2CC1C(=O)OCC(=C)C (stereo not drawn)
    -4 | 8
- CCCCCCCCCc1nc2sc3c(c2c(=O)n1NC(=O)c1ccccc1[N+](=O)[O-])CC(C)(C)OC3
    10 | 7
- Cc1ccc(OCCN2CCC2(C)C(=O)Nc2ccc3c(c2)OCCO3)cc1 (stereo not drawn)
    -11 | 6
- CCCCOC(=O)Nc1nnc(CCOCC)s1
    -2 | 8
- Cn1c2ccccc2c2cnn(CC(=O)Nc3ccc(Cl)cc3)c(=O)c21
    -1 | -9
- O=C(Oc1cccc(NC(=O)c2ccco2)c1)c1ccc(Br)c(S(=O)(=O)N2CCCCC2)c1
    -4 | -5

# Overlap with the part before: 3 compounds, followed by the next part.
# Second line of a record – TAG inh | TAG inh DAPI viability
- CCCCOC(=O)Nc1nnc(CCOCC)s1
    -2 | 8
- Cn1c2ccccc2c2cnn(CC(=O)Nc3ccc(Cl)cc3)c(=O)c21
    -1 | -9
- O=C(Oc1cccc(NC(=O)c2ccco2)c1)c1ccc(Br)c(S(=O)(=O)N2CCCCC2)c1
    -4 | -5
- COC(=O)c1ccc(NCc2c(O)ccc(O)c2Br)cc1Cl
    74 | -64
- Cc1ccc(-c2csc(C3C(N)=NC(S)=C(C#N)C34CCCCC4)n2)cc1 (stereo not drawn)
    4 | 7
- CC(=O)N1CCN(C(=O)c2cc(S(=O)(=O)Nc3ccc(S(C)(=O)=O)cc3)ccc2Cl)CC1
    8 | -17
- Cc1cc(Br)ccc1NC(=O)CNC(=O)c1cnn(C)c1
    10 | -4
- CC1=C(C(N)=O)C(c2cccs2)NC(=O)N1 (stereo not drawn)
    8 | -3
- Cc1nc(-c2ccc(-c3ccon3)s2)no1
    1 | 3
- O=[N+]([O-])c1cccc(-c2ccc(SCc3cccnc3)nn2)c1
    -10 | 1
- COc1ccc(-c2c(=O)n(OCc3ccccn3)c3ccccc3[n+]2[O-])cc1OC
    1 | 5
- O=S(=O)(Cc1cccc(F)c1)c1c[nH]c2ccccc12
    -6 | -1
- Cc1nc(SCc2nc3c(C)cccc3[nH]2)c2oc3ccccc3c2n1
    17 | 5
- COc1ccc(C2c3ccc(O)cc3Oc3ncn(CC(C)C)c(=N)c32)cc1 (stereo not drawn)
    12 | 14
- CN(C)c1ccc(P(=O)(OCc2ccccc2)C(O)c2ccc(Cl)cc2)cc1 (stereo not drawn)
    -26 | -4
- CC1CC(C)CN(S(=O)(=O)c2ccc3oc(=O)ccc3c2)C1 (stereo not drawn)
    -14 | -4
- CCN(C(=O)CSc1nnc(-c2cccc(Cl)c2)n1N)c1c(N)n(Cc2ccccc2)c(=O)[nH]c1=O
    9 | -4
- Cc1ccc2oc(=O)c3cnn(CC(=O)NCCN4CCOCC4)c3c2c1
    -5 | 5
- COc1cc(OC)cc(OC)c1
    4 | -1
- O=C(NCC(=O)N(CCc1ccccc1)C(C(=O)NC1CCCCC1)c1ccncc1)c1ccco1 (stereo not drawn)
    -1 | 0
- NC(=O)c1cc([N+](=O)[O-])ccc1NCc1ccc(O)cc1
    4 | -6
- COc1ccccc1C(=O)COC(=O)CCNS(=O)(=O)c1ccc(C)c(C)c1
    -5 | -2
- Cc1c(C(=O)OCC(=O)Nc2ccc(C(=O)N(C)C)cc2)oc2ccccc12
    -5 | 3
- O=S(=O)(NC1CCCC1)c1ccc(S(=O)(=O)N2CCN(c3ccccc3)CC2)cc1
    0 | 17
- CC1CC(=O)Nc2ccccc2N1S(=O)(=O)c1ccccc1 (stereo not drawn)
    28 | -15
- C[C@@H]1CN([C@H](C)CO)C(=O)c2cc(NC(=O)Nc3ccc(C(F)(F)F)cc3)ccc2O[C@H]1CN(C)Cc1ccc(Cl)c(Cl)c1
    47 | -14
- Fc1ccccc1-c1nc(-c2ccncc2)no1
    -2 | -13
- CC(=O)c1ccc(OCCCCOc2ccc(C(C)=O)cc2)cc1
    -3 | -11
- Cc1ccc(OCC(=O)N/N=C\c2ccc(C)o2)c([N+](=O)[O-])c1
    -25 | 2
- COc1ccc(CN2CCN(Cc3cccc(OC)c3)C(CCO)C2)cc1 (stereo not drawn)
    -5 | 5
- CCc1ccccc1NC(=O)CNC(=O)c1cn(Cc2ccccc2)nc1-c1cccnc1
    -2 | 9
- COc1ccc(-c2nc(C)c(C(C)=O)n2O)cc1
    -7 | -6
- CCOc1ccc(S(=O)(=O)NCCc2cn3ccccc3n2)cc1
    -14 | 7
- N=c1sccn1CC(=O)Nc1ccc(Cl)cc1[N+](=O)[O-]
    -5 | 3
- CN(C)NC1CC(=O)N(c2ccccc2)C1=O (stereo not drawn)
    -4 | -6
- COc1ccccc1OCC(=O)Nc1ccccc1C(=O)Nc1cccc(C(=O)O)c1
    -18 | 3
- O[C@@H]1CN(C2CCN(Cc3ccccc3)CC2)CC[C@H]1N1CCCCCC1
    -4 | 9
- CC(=O)N1CCN(c2ccc(NCc3ccccc3)cc2)CC1
    9 | -4
- COc1ccc2c(c1)c(C(=O)N/N=C/c1cccc(Br)c1)c(C)n2C
    -9 | -4
- CCCn1c(CCNc2nc(-c3cccc(Br)c3)cs2)nc2ccccc21
    -7 | 9
- CCN(C(=S)NC(=O)c1ccccc1Br)C1CCCCC1
    -11 | 4
- COC(=O)c1c(NC(C)=O)sc(C(=O)Nc2ccccc2)c1C
    2 | 8
- COc1cccc(CNCC2CCCO2)c1 (stereo not drawn)
    7 | 3
- Cc1ccc(C(=O)CSc2nnc(-c3cccs3)n2C)o1
    -9 | -3
- CCn1c(SCC(=O)N2CCOCC2)nnc1-c1cccs1
    -8 | -6
- Oc1ccccc1-c1csc(-c2ccccc2)n1
    7 | 0
- COc1ccc(NC(=O)CS(=O)(=O)c2ccccc2)cc1
    3 | 3
- Cc1cc(-c2ccccc2)n2ncc(C#N)c2n1
    7 | 0
- Cc1ccc(C(=O)OCC(=O)Nc2sc3c(c2C#N)CCCC3)cc1NC(=O)c1ccco1
    -8 | 10
- C[C@@H]1CN([C@H](C)CO)C(=O)CCCn2nncc2CO[C@@H]1CN(C)S(C)(=O)=O
    3 | 5
- Cc1ccc(S(=O)(=O)N2CCOCC2)cc1C(=O)Nc1ccc(-c2cn3ccsc3n2)cc1
    -16 | 8
- CCNC(=S)/N=C(\N)Nc1nc(C)c2cc(C)ccc2n1
    -12 | 15
- O=C(O)c1cc(NS(=O)(=O)c2ccc(NC3CCCCC3)c([N+](=O)[O-])c2)cc(C(=O)O)c1
    -5 | 11
- Cc1cc(S(=O)(=O)N2CCN(c3ccccc3C)CC2)ccc1F
    3 | 5
- Cc1noc(C)c1NC(=O)N(C)C[C@H]1OCc2cnnn2CCCC(=O)N([C@@H](C)CO)C[C@H]1C
    34 | -13
- CN(c1cccnc1)c1ncnc2[nH]ncc12
    -3 | 3
- NC(CO)c1csc(Nc2ccc(C(F)(F)F)cn2)n1 (stereo not drawn)
    6 | -2
- O=C(CSc1ccc(Br)cc1)Nc1ccccc1N1CCOCC1
    -56 | 10
- COc1ccc(S(=O)(=O)N2CCOC2CNC(=O)C(=O)NCc2ccco2)cc1 (stereo not drawn)
    3 | -6
- CCOc1ccc(CCNC(=O)C2CCCN(c3nnc(-n4cccc4)s3)C2)cc1OCC (stereo not drawn)
    29 | 11
- CN(Cc1ccccc1)c1nnc(N)s1
    5 | -8
- CN(C)c1ccc(/C=N/NC(=O)CSc2ccccn2)cc1
    -8 | 4
- CC(=O)Nc1nc2ccc(S(=O)(=O)N3CCCCC3)cc2s1
    -2 | 0

# Additional entries:
# Second line of a record – TAG inh | TAG inh DAPI viability
- O=C(NCc1ccccc1OC(F)(F)F)C1CCC(=O)N(CCc2ccccn2)C1 (stereo not drawn)
    -16 | 8
- O=C(N/N=C/c1c[nH]c2ccccc12)c1cccs1
    15 | -4
- CC1CCN(S(=O)(=O)c2cccc(C(=O)NC3CCS(=O)(=O)C3)c2)CC1 (stereo not drawn)
    -11 | 10
- CC(=O)C(=[N+]=[N-])C(=O)NCc1ccccc1
    -13 | 1
- CC1=C(C#N)C(Nc2ccc(Cl)cn2)(C(F)(F)F)C(=O)N1 (stereo not drawn)
    -21 | 14
- CN(/N=C\c1ccc(O)c(O)c1)c1nc(-c2ccccc2)cc(-c2ccccc2)n1
    34 | -13
